From PubChem
M4 PAM = potentiates acetylcholine response at human M4 receptor; P08173; CHO-K1 hM4/Gqi5, Fluo-8 calcium fluorescence, ACh EC20; 0% = ACh EC20, 100% = maximal ACh; activation, % at 3 µM; actives 0.4% (n = 360,000); AID 624126;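 active = activation above its plate's cutoff, the mean activation of sample wells plus 3 SD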; also: some results filed as inactive read as strong as hits
Target sequence (P08173 whole entry, looked up): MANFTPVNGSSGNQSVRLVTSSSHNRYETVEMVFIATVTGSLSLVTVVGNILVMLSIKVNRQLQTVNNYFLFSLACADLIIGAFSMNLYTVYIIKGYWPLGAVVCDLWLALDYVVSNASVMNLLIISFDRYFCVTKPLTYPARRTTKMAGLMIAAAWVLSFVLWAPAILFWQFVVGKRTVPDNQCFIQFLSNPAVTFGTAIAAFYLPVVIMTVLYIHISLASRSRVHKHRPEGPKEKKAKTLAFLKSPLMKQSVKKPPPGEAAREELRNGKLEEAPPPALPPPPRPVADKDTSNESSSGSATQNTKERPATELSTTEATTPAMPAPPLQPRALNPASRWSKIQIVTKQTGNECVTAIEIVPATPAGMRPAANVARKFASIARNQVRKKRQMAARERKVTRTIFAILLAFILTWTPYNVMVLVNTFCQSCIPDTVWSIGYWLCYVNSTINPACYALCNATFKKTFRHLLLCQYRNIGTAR
CRFR2-BP antag = antagonists of CRF-binding protein/CRF-R2 receptor complex; AID 588475; inhibition, % at 11.8 µM; actives 0.59% (n = 350,000); HEK293 CRF-R2/CRF-BP, CRF-induced calcium fluorescence;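 active = inhibition of the ligand-induced calcium signal above about 50% at the single tested concentration, limit read from the data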
IDE inh = inhibits human insulin-degrading enzyme in HEK cells; actives 0.41% (n = 320,000); inhibition, % at 5.59 µM; AID 434962; FAbetaB cleavage, fluorescence polarization; P14735;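 active = percent inhibition above the average of all tested compounds plus 3 SD, set per screening campaign, cut at about 16% in these data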;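 also: IDE supplied by intact live HEK cells; FP after avidin binding of uncleaved biotin substrate so inhibition keeps polarization high; 0% = DMSO wells and 100% = 60 µM reference IDE inhibitor Ii1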
PHOSPHO1 inh = blocks human PHOSPHO1 phosphatase activity | Q8TCT1 | recombinant PHOSPHO1, absorbance phosphatase assay | inhibition, % at 13.3 µM | actives 1.1% (n = 290,000) | AID 1565; in the data active = inhibition above about 60%
Target sequence (Q8TCT1 whole entry, looked up): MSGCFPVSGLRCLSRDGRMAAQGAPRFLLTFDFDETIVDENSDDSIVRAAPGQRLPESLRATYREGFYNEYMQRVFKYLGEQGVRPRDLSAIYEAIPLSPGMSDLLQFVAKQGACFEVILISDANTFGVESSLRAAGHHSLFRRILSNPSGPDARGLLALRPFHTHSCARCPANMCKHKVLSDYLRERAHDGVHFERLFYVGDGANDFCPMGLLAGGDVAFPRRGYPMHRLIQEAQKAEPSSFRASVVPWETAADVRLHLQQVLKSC
GalR3 antagonist = human GalR3 antagonism. O60755. HEK293 GalR3-CNG cAMP membrane potential fluorescence; galR3 body fused to GalR1 C-terminus. inhibition, % at 3 µM. actives 0.44% (n = 360,000). AID 651719;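 active = inhibition above the screen-wide average plus 3 SD, cut at about 13% in these data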;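 also: forskolin and galanin both at EC90 stimulate the cells; cAMP rise reported by CNG channel membrane potential dye signal; 0% = forskolin plus galanin with DMSO and 100% = forskolin alone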
Target sequence (O60755 1-299 limits assumed): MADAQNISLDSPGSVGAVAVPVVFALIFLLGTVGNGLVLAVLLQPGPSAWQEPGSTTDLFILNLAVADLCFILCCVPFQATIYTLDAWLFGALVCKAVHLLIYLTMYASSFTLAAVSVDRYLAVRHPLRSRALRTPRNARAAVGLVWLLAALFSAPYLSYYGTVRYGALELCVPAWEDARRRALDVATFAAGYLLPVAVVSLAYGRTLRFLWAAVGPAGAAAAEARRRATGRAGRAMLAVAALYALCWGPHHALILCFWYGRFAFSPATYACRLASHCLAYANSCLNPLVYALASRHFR
p-CIP stab down = p/CIP protein destabilization; Q05BA5; F442A p/CIP-EGFP cells, EGFP fluorescence, 16 h; decrease of EGFP signal, % at 10 µM; actives 0.01% (n = 290,000); AID 1984;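 active = EGFP signal decrease of at least 30% at 10 µM or well 3 SD below plate mean, unless failing retest; inactive = the rest, including hits failing retest or dose response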; also: some compounds called inactive have numbers as strong as hits; many of its hits are not listed in these tables
CRFBP-R2 agonist = CRF-BP/CRF-R2 complex agonism; actives 0.46% (n = 350,000); activation, % at 13.2 µM; HEK293 CRF-R2/CRF-BP, calcium dye fluorescence (FLIPR); percent of saturating CRF peptide response;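 active = activation of at least 50%, plus an integration ratio under a set limit after plate pattern correction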;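 also: plate controls were neutral control wells without compound for no effect and CRF at EC100 for full effect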
MEKK3 PB1 HTS = raises or lowers MEK5 binding to the human MEKK3 PB1 domain; Q99759; bead-based flow cytometry, Alexa488-MEK5 binding to MEKK3; actives lie on both sides; 0 = blocked by unlabeled MEK5, 100 = vehicle; binding response (% of control), % at 10 µM; actives 1.4% (n = 290,000); AID 1529;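 active = binding response more than 3 SD above or below the average of its plate-row segment, actives on both sides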;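 also: Alexa488 bead fluorescence after subtracting the streptavidin-only scavenger bead signal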
IDE cell activ = boosts human insulin-degrading enzyme activity in HEK cells | actives 0.073% (n = 340,000) | FAbeta-B cleavage, fluorescence polarization; 0% vehicle, 100% cell-free pure enzyme wells | P14735 | activation, % at 5.96 µM | AID 493087;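 active = activation above the mean of all tested compounds plus 3 SD, set per screening campaign, cut at about 17% in these data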
* = called active by the depositor; . = no result given; & = joins results of further samples.

| compound | M4 PAM | CRFR2-BP antag | IDE inh | PHOSPHO1 inh | GalR3 antagonist | p-CIP stab down | CRFBP-R2 agonist | MEKK3 PB1 HTS | IDE cell activ |
| --- | --- | --- | --- | --- | --- | --- | --- | --- | --- |
| O=C1NC(=S)SC1=Cc1ccccc1Cl | 0 | 33 | . | . | -4 | . | 26 | . | 4 |
| CN(Cc1ccccc1F)c1ncnc2sccc12 | -4 | 5 | 5 | 18 | -11 | 4 | -0.7 | 104 | 4 |
| CCCCn1nc(-c2ccccc2)c2nc3ccccc3nc21 | . | . | 1 | -1 | . | -41 | . | 97 | . |
| Cc1c(-c2ccccc2)oc2c(C(=O)OCC(=O)Nc3cccc(F)c3)cccc2c1=O | -10 | 2 | 0 | -17 | -1 | -8 | 0.9 | 103 | 1 |
| O=[N+]([O-])C(/C=C(\Cl)[N+](=O)[O-])=C1N(Cc2ccc(Cl)nc2)CCN1Cc1ccc(Cl)nc1 | 13 | 22 | 1 | 19 | 0 | -22 | 0.9 | 98 | -1 |
| N#Cc1cc2ccccc2nc1SCC(=O)NC1CC1 | -3 | -13 | 4 | 27 | -8 | -18 | 1.0 | 100 | 0 |
| NCCNC[C@@H]1COC2(CCCCCCCCCCC2)O1 | 1 | -17 | -2 | 36 | -6 | -3 | 0.6 | 102 | . |
| Cn1nnnc1SCC(=O)Nc1cc(S(=O)(=O)N2CCCC2)ccc1Cl | 9 | 3 | 1 | 18 | 3 | 1 | 0.6 | 113 | 4 |
| CCC(=O)Nc1ccc(S(=O)(=O)NCC2CCCO2)cc1 (centres undefined) | -2 | 4 | 3 | 3 | -5 | 8 | 2.3 | 105 | 3 |
| O=C(c1ccc(OC2CCN(C(=O)c3cccnc3)CC2)cc1)N1CCCCCC1 | 2 | 40 | 8 | 37 | -1 | -8 | -7.5 | 107 | 1 |
| O=c1[nH]c(SCc2ccccc2F)nc2ccccc12 | 0 | -25 | -3 | 37 | -6 | 2 | 1.2 | 109 | -5 |
| COc1ccc(Oc2coc3cc(OC(=O)/C=C/c4ccccc4)ccc3c2=O)cc1 | 2 | -26 | 4 | 4 | -1 | 6 | 7.9 | 108 | -3 |
| S=c1[nH]nc(-c2ccncc2)n1/N=C/c1ccccc1 | 2 | 15 | -3 | 12 | -3 | -2 | -0.8 | 102 | 2 |
| COc1cc(NC(=O)c2cncc(-c3ccc(C#N)cc3)c2)cc(C(=O)Nc2cccc(C(F)(F)F)c2)c1 | 6&9 | 6&5 | 1 | 40 | -4&1 | -2 | -1.0&2.0 | 93 | 0 |
| COc1ccc(N(CC(=O)N2CCN(c3ccccc3F)CC2)S(=O)(=O)c2ccc(C)cc2)cc1 | 0 | -12 | 2 | 8 | 0 | 7 | 0.3 | 103 | -4 |
| O=C(CNc1cccc(Cl)c1)c1ccc(Cl)cc1 | -7 | -13 | 1 | 26 | -7 | 8 | 0.9 | 98 | -4 |
| CCN1C(=O)/C(=C\C=C\c2ccccc2[N+](=O)[O-])SC1=S | -3 | 69* | . | 2 | -8 | 3 | -0.6 | 88 | 4 |
| O=Cc1sc([O-])nc1-[n+]1ccc2ccccc2c1 | . | -14 | 2 | 20 | . | -6 | 0.9 | 102 | . |
| O=C(Nc1ccccc1C(=O)N1CCN(CCO)CC1)c1cccc([N+](=O)[O-])c1 | 11 | 2 | 1 | 32 | -4 | 11 | 0.6 | 100 | 5 |
| COc1ccc(S(=O)(=O)n2oc(=O)cc2-c2ccccc2)cc1 | -1 | -8 | -8 | 31 | -1 | -8 | -0.2 | 97 | 0 |
| CCCCNCC(O)(c1ccc(Cl)cc1)c1ccc(Cl)cc1 | -5 | -95 | 0 | 45 | -9 | -11 | 42 | 119 | 3 |
| COc1cccc(C(=O)NCC2CCN(c3ccc(S(=O)(=O)N4CCOCC4)cc3)CC2)c1 | -14 | 17 | 0 | -18 | 0 | -12 | -2.9 | 94 | -5 |
| Cc1cccc(C)c1NC(=S)N(Cc1ccccc1)Cc1cccnc1 | 1 | -14 | 2 | -17 | -1 | -2 | 2.0 | 99 | -1 |
| CCCCc1ccc(NC(=S)NCc2cccs2)cc1 | -5 | 17 | 2 | 23 | -6 | -4 | 2.9 | 103 | -2 |
| Cc1cc2c(OCC(O)CN3CCCC3)cccc2[nH]1 (centres undefined) | 17 | 5 | 1 | 24 | -5 | -2 | -1.8 | 112 | -2 |
| O=C(CN1C(=O)NC2(CCc3ccccc32)C1=O)c1ccc(Br)s1 (centres undefined) | 2 | -27 | 2 | . | -3 | . | -0.5 | . | 6 |
| Cc1ccc(S(=O)(=O)Nc2cccc(S(=O)(=O)N3CCCC3)c2)cc1C | -2 | -13 | . | . | -3 | . | 0.1 | . | 2 |
| O=C(Nc1cc2c(cc1Cl)-c1ccc([N+](=O)[O-])cc1C2=NO)C(F)(F)F | 5 | 11 | . | . | . | . | 8.4 | . | -2 |
| COC(C[C@@H](O)C[C@@H](O)COCc1ccccc1)OC | 2 | 7 | . | 26 | -7 | -1 | 0.5 | 102 | 2 |
| Cc1ccc(SC(C)C(=O)NCc2ccc(F)cc2)cc1 (centres undefined) | 8 | -4 | -2 | -6 | -2 | -4 | 2.1 | 104 | 3 |
| CC(=O)N1CCCc2cc(S(=O)(=O)N3CCCC3)ccc21 | 10 | -3 | 2 | 14 | -9 | 1 | 0.3 | 103 | 3 |
| Cc1ccc(S(=O)(=O)N2CCC(C)CC2)cc1[N+](=O)[O-] | 10 | 4 | . | 41 | 0 | -13 | -0.2 | 107 | 1 |
| Cc1cccc(C(=O)Nc2nnc(S(=O)(=O)N3CCOCC3)s2)c1 | -4 | -1 | -3 | 24 | -1 | 3 | 0.7 | 105 | -1 |
| Nc1cccc(-c2c[nH]c3ncc(-c4cccnc4)cc23)c1 | 4 | -15 | . | . | . | . | -0.3 | . | -3 |
| O=C1CCN(Cc2ccccc2)CCN1CCSc1ccccc1 | 4 | -6 | 1 | -2 | -4 | -6 | 0.3 | 97 | 0 |
| OCCC1CN(Cc2cccn2-c2cccnc2)CCN1C1CCCC1 (centres undefined) | -12 | -25 | -6 | 28 | -6 | -5 | 7.0 | 105 | 3 |
| COc1ccc(-n2c(C)cc(C(=O)CN3C(=O)c4ccccc4C3=O)c2C)cc1 | -2 | 47 | -4 | 11 | 9 | -12 | 6.2 | 103 | 3 |
| C=CCNC(=O)c1ccc(-c2nc(-c3ccccc3)cs2)cc1 | -5 | 17 | -1 | 11 | -2 | 25 | 1.2 | 99 | -4 |
| CCc1cccc(CC)c1NC(=O)CSc1nnc(CCC(=O)O)c(=O)[nH]1 | 3 | 3 | 0 | 32 | -6 | -25 | 0.0 | 102 | 5 |
| COc1ccc(OCc2nnc(SCC(=O)NC3CC4CCC3C4)o2)cc1 (centres undefined) | 2 | -11 | 1 | 37 | -9 | -6 | -3.5 | 100 | -1 |
| Cc1ccc(NS(=O)(=O)c2ccc(C(=O)NCc3cccnc3)cc2)cc1 | 0 | -63 | 2 | 4 | 3 | -25 | 11 | 103 | -1 |
| CCCCc1nc2cc(C(=O)N3CCCCC3C(=O)OC)ccc2o1 (centres undefined) | 5 | 5 | -1 | 60 | 2 | -5 | -0.4 | 100 | 4 |
| Cc1c(O)ccoc1=O | 6 | 2 | 6 | 24 | 0 | -14 | -1.4 | 67 | -1 |
| Cc1cnc(C(=O)OCC(=O)c2ccc[nH]2)cn1 | 16 | 7 | -5 | . | -5 | . | -0.3 | . | -1 |
| Cc1ccc(C(=O)NCCCN2CCOCC2)cc1 | 13 | 5 | 1 | . | 0 | . | -3.2 | 101 | 7 |
| Cn1c(SCC(N)=O)nnc1-c1ccc(S(=O)(=O)N2CCCC2)cc1 | 0 | -3 | 0 | 28 | -8 | -7 | -0.2 | 97 | 5 |
| Cc1cccc(C)c1OCC(=O)NNC(=O)CCNC(=O)c1ccc(Br)cc1 | -3 | 5 | -4 | . | -5 | 4 | -0.9 | 106 | 2 |
| COc1ccc(/C=N/N=C2/NC(=O)C(CC(=O)O)S2)cc1OCc1ccccc1Cl (centres undefined) | 1 | 12 | 2 | 3 | -3 | 4 | -1.4 | 146* | 4 |
| O=C1OC(N2C(=O)CC[C@H]2C(=O)Nc2ccc(F)c(F)c2)c2ccccc21 (some centres undefined) | 5 | -6 | 6 | 23 | -5 | -10 | -1.0 | 95 | -5 |
| COc1ccc(C(NC(=O)c2cccnc2)c2cc(Cl)c3cccnc3c2O)cc1OC (centres undefined) | 1 | 7 | 10 | 13 | -4 | -15 | 3.3 | 105 | -5 |

New compounds follow
| compound | M4 PAM | CRFR2-BP antag | IDE inh | PHOSPHO1 inh | GalR3 antagonist | p-CIP stab down | CRFBP-R2 agonist | MEKK3 PB1 HTS | IDE cell activ |
| --- | --- | --- | --- | --- | --- | --- | --- | --- | --- |
| O=C1NC(=O)/C(=C\c2ccc(Cl)nc2)S1 | 7 | 9 | -2 | -26 | -6 | -8 | -0.7 | 110 | -2 |
| O=C1c2ccccc2NC(c2ccc(-c3cccs3)o2)N1O (centres undefined) | 1 | -1 | 1 | . | -4 | . | -0.3 | . | -3 |
| Cn1c(-c2ccc(Br)cc2)cnc1NCc1ccc(C#N)cc1 | -6 | 4 | 4 | 36 | -14 | -14 | 5.8 | 100 | -5 |
| C[C@H](CO)N1C[C@H](C)[C@H](CN(C)S(=O)(=O)c2cccc(F)c2)OCc2ccccc2-c2c(n(C)c3ccccc23)C1=O | 2 | -14 | . | . | -6 | . | 1.6 | . | . |
| O=C(C[C@H]1C/C=C\CC[C@@H](Cc2ccc(F)cc2)C(=O)O[C@@H](c2ccccc2)CNC1=O)N[C@H](CO)Cc1ccccc1 | 8 | -1 | 0 | . | 3 | . | -0.8 | . | 3 |
| Cc1ccc2c(c1)c1ncnc(N3CCC4(CC3)OCCO4)c1n2C | . | . | . | 10 | 8 | -16 | . | 105 | . |
| c1ccc(-c2csc(NNC3=NCCCCC3)n2)cc1 | 2 | -5 | 6 | 56 | -6 | -5 | -0.7 | 101 | -6 |
| O=C(O)c1ccc(Oc2ccc([N+](=O)[O-])cc2)c([N+](=O)[O-])c1 | 4 | -1 | . | . | -6 | . | 0.6 | . | -3 |
| Cc1cccc(/N=C2/NC(=O)C(Cc3ccccc3)S2)n1 (centres undefined) | 7 | -3 | -1 | 8 | 8 | -10 | 4.1 | 104 | 1 |
| Cc1cc(N2CCN(c3ccccc3)CC2)n2c(n1)nc1ccccc12 | -3 | -23 | 2 | -11 | -6 | -17 | -1.4 | 99 | 6 |
| COc1ccc(S(=O)(=O)N2CCc3ccccc3C2)cc1 | -3 | 30 | 2 | 47 | -1 | -9 | -0.4 | 92 | 4 |
| CCOC(=O)C(C)Sc1ncnc2c1nnn2-c1ccc(F)cc1 (centres undefined) | 15 | 10 | 3 | 16 | 0 | -3 | 0.1 | 104 | 3 |
| O=C(COC(=O)c1ccc2ncsc2c1)NCc1cccc(Cl)c1 | 14 | 5 | 9 | . | -4 | . | -0.9 | . | 4 |
| COc1ccc(NC(=O)CCN2CCC(C)CC2)cc1 | 7 | -8 | -7 | -15 | -5 | 6 | 0.6 | 101 | 3 |
| Cc1cc(Br)ccc1NC(=O)CNC(=O)Cn1ncc(Cl)c(Cl)c1=O | -7 | 87* | 7 | 32 | -5 | 4 | -1.5 | 101 | 3 |
| O=S(=O)(Nc1ccc2nc(C(F)(F)F)[nH]c2c1)c1ccccc1 | -8 | -1 | -2 | -5 | -9 | -15 | 0.2 | 94 | 1 |
| CCCCCCCCCC(=O)N/N=C/c1ccc(C)s1 | 15 | 1 | -2 | 3 | 2 | -18 | 0.0 | 106 | 9 |
| CCc1ccc(NS(=O)(=O)c2cc(OC)ccc2OC)cc1 | -4 | -14 | -3 | 1 | -4 | 2 | 0.7 | 101 | 4 |
